Screening results: PubChem, The Scripps Research Institute Molecular Screening Center
SRC3 TRFRET art: TR-FRET detection interference compounds, artefact control for PPARgamma SRC-3 recruitment agonists, biochemical, TR-FRET ratio | AID 1048, 2008 | 99,000 compounds, 0.39% hits | TR-FRET artefact counter-screen, PPARgamma/SRC-3 format; hits give high values | TR-FRET ratio at 8 µM; in the data active = TR-FRET ratio above about 2000; note: inactives centre near 1600
SRC1 TRFRET art: TR-FRET detection interference compounds, primary screen, artefact control for PPARgamma SRC-1 recruitment agonists, biochemical, TR-FRET emission ratio. TR-FRET detection artefact counter-screen; hits give high values. TR-FRET ratio at 8 µM. 99,000 compounds, 0.34% hits; in the data active = TR-FRET ratio above about 2300; note: inactives centre near 1800
* hit, by the source's call.

SMILES | SRC3 TRFRET art | SRC1 TRFRET art
COc1ccc(-c2nn(-c3ccccc3)cc2/C=C(\CC(=O)O)c2nc3ccccc3s2)cc1OC | 1322 | 1735
O=C(N/N=C/c1ccc(N2CCCCC2)o1)C(O)(c1ccccc1)c1ccccc1 | 1548 | 1675
NS(=O)(=O)c1cccc(NC(=O)CSc2ncc(C(F)(F)F)cc2Cl)c1 | 1652 | 1800
CCOC(=O)N1CCN(C(=O)c2cn(-c3ccc(C)c(C)c3)c(=O)c3ccccc23)CC1 | 1859 | 2006
CCc1cc2c(COC(=O)c3c(C)noc3C)cc(=O)oc2cc1O | 1610 | 1720
Cc1cc(Oc2ccc(OCC(N)=O)nn2)nc(Cl)n1 | 1578 | 1659
CCOC(=O)c1sc(N)c(C(=O)OC)c1C | 1614 | 1637
CC(=O)Nc1ccc(S(=O)(=O)Oc2ccc(C(=S)N3CCC(O)CC3)cc2)cc1 | 1425 | 1543
COC(=O)/C(=C1/Oc2cc3c(cc2S1)OCO3)C(F)(F)F | 1454 | 2070
CCCCC(=O)Nc1cccc(NC(=O)c2cccc(Br)c2)c1 | 1654 | 1541
COc1ccc(C2=NN(C(=O)c3cccs3)C(O)(C(F)(F)F)C2)cc1 (stereo unspecified) | 1594 | 1843
COc1ccc(NC(=O)Cn2cnc3c(cnn3C(C)(C)C)c2=O)cc1OC | 1582 | 1925
C[C@@H](C(=O)OCC(=O)NCCc1ccc(S(N)(=O)=O)cc1)N1C(=O)C2CCCCC2C1=O (stereo partly specified) | 1391 | 1883
COC(=O)c1ccc(NC(=O)c2ccc(OC(C)=O)c(OC)c2)cc1 | 1855 | 1901
O=C1Nc2c(c(=O)[nH]c(=O)n2Cc2ccccc2)C1(NS(=O)(=O)c1ccccc1)C(F)(F)F (stereo unspecified) | 1745 | 1795
CCCCNC(=O)C(=O)N/N=C/c1ccc(OCC(=O)Nc2cccc(OC)c2)c(OC)c1 | 1543 | 1835
Cc1c(NC(=O)COC(=O)c2ccccc2Cl)c(=O)n(-c2ccccc2)n1C | 1508 | 1643
CCOc1ccc2c(c1)n([O-])c1c([n+]2=O)CCCC1 | 1424 | 1798
COC(=O)c1c(NC(=O)c2nc3ccccc3s2)sc2c1CC(C)(C)NC2(C)C | 1455 | 1884
CC1SC(=Nc2ccccc2)N(S(=O)(=O)c2ccccc2)C1=O (stereo unspecified) | 1671 | 1829
C/C(=N/NC(=O)Cc1ccccc1)c1ccc(C)s1 | 1459 | 1788
CC(=O)c1cccc(NC(=O)Cn2nc(-c3ccccc3Cl)ccc2=O)c1 | 1494 | 2024
COc1ccc(CNc2nc(-c3cccnc3)nn2C(=O)c2cccs2)cc1 | 1658 | 1690
CCCc1ccc(C(=O)/C=C/N(C)C)cc1 | 1754 | 1868
COc1ccc(C2N3CC4(C)CN2CC(C)(C3)C4)cc1OC (stereo unspecified) | 1455 | 1560
OC1(c2ccccc2)CCN(Cc2ccccc2)CC1 | 1480 | 2009
COCc1cc(C)nc(OCC(=O)N/N=C/c2ccc(C)o2)c1C#N | 1831 | 2045
Cc1ccccc1CC1(CO)CCCN(Cc2ccc(C#CC(C)(C)O)cc2)C1 (stereo unspecified) | 1599 | 1669
COc1ccc(-c2nn(-c3ccccc3)cc2/C=C(/C#N)C(N)=O)cc1[N+](=O)[O-] | 1781 | 1844
Cc1nc2ccccn2c1C(=O)N=Nc1c(O)n(CCC(C)C)c2ccccc12 | 1639 | 1720
CCOc1cc(N2CCOCC2)c(OCC)cc1NC(=O)c1ccccc1 | 1569 | 1806
O=C(NCC1CCCO1)c1cc2ccccc2[nH]1 (stereo unspecified) | 1789 | 1745
COc1ccc(N2C(=O)[C@@H]3[C@H](C2=O)[C@H](C(=O)c2ccc(OC(C)=O)cc2)N2N=CC=C[C@@H]32)cc1 | 1601 | 2128
COc1cc(/C=N/NC(=O)CCC(=O)NCc2ccccc2)cc(OC)c1OC | 1398 | 1432
C=CCn1c(-c2cccc([N+](=O)[O-])c2)n[nH]c1=S | 1486 | 1719
C(=N\Nc1nc2ccccc2[nH]1)/C1CCCCC1 | 1526 | 1887
O=C(c1ccccc1)c1ccc(OCCO)cc1 | 1503 | 1718
CCOC(=O)c1cc(C#N)c(N2CCN(c3ccc(OC)cc3)CC2)[nH]c1=O | 1564 | 2007
CCCN(CCC)C(=O)c1ccc2c(c1)N(Cc1ccccc1)C(=O)CS2=O (stereo unspecified) | 1659 | 1794
C#CCOCCOCCOCCNc1nc(N2CCN(C(=O)[C@H](Cc3cc4ccccc4[nH]3)n3cc(C(N)CC(C)C)nn3)CC2)nc(N2CCN(C(=O)[C@H](CCC(=O)O)n3cc(C(N)[C@H](C)CC)nn3)CC2)n1 (stereo partly specified) | 1595 | 1820
COc1cc(OC)cc(C(=O)NC(=S)Nc2ccc(N3CCCC3)cc2)c1 | 1510 | 1957
CCc1nc2ccccc2c(C(=O)NCc2ccccc2)c1C | 1674 | 1843
O=C(/C=C/c1ccc(Cl)cc1)NC(=S)Nc1ccc(CN2CCOCC2)cc1 | 1624 | 1761
O=C1CN(C(=S)NC(=O)c2ccc(-c3ccccc3)cc2)CCN1 | 1514 | 1926
O=C(NCC1CCCO1)c1ccc(Oc2ccc([N+](=O)[O-])cc2)cc1 (stereo unspecified) | 1810 | 1960
Cc1ccc(NC(=O)c2ccccc2OCC(=O)Nc2cccc(Cl)c2C)nc1 | 1788 | 2038
CC(=O)c1c(C)[nH]c(C(=O)OC2CCOC2=O)c1C (stereo unspecified) | 1427 | 1638
CN(C)C(=O)c1cc(C(=O)c2ccc(C(F)(F)F)cc2F)c[nH]1 | 1656 | 1960
C=CCn1c(C2CC2)n[nH]c1=S | 1725 | 1622
CCN(CC)S(=O)(=O)c1cc(NC(=O)C(CC(C)C)NC(N)=O)ccc1C (stereo unspecified) | 1715 | 1818
Later entries.
SMILES | SRC3 TRFRET art | SRC1 TRFRET art
CC(=O)c1csc(-c2ccccc2)n1 | 1647 | 2037
c1ccc(CN2CCCC3(CCCN(Cc4nc(CC5CC5)no4)C3)C2)cc1 (stereo unspecified) | 1619 | 1786
O=C(c1ccccc1)C(Nc1ccccn1)c1ccccc1 (stereo unspecified) | 1519 | 1911
CC(C)(C)NC(=O)CN(C(=O)C1CSC(=O)C1)c1ccccc1F (stereo unspecified) | 1511 | 1682
CC(OC(=O)c1cccs1)C(=O)NCC1CCCO1 (stereo unspecified) | 1543 | 1729
Cc1ccc(NC(=O)/C(=C/c2cccs2)NC(=O)c2ccco2)c(C)c1 | 1609 | 1839
COc1cc(/C=N/NC(=O)c2ccc(CSc3nncn3C)cc2)cc(OC)c1O | 1484 | 2121
COc1cc(/C=C/CN2CCN(Cc3ccc(C)o3)C(CCO)C2)ccc1O (stereo unspecified) | 1730 | 1897
Cc1ccc(NC(=O)CCNS(=O)(=O)c2ccccc2)c(C(=O)c2ccccc2)c1 | 1677 | 1831
CCN(Cc1ccc(OC)c(F)c1)C(=O)CCl | 1487 | 1603
O=C(OCc1nnc(-c2ccc(Cl)cc2)o1)C12CC3CC(CC(O)(C3)C1)C2 | 1438 | 1795
COc1ccc(/C=C/C(=O)C2CC2)cc1COc1c(C)cccc1C | 1293 | 1664
Cc1ccc(S(=O)(=O)N2CC(O)C[C@H]2C(=O)OCC(=O)c2ccccc2)cc1 (stereo partly specified) | 1618 | 1904
CC(=NC(C)C)C1=C(O)CCC1=O | 1434 | 1907
COc1ccc(/C=C/C(=O)Nc2ccccc2C(=O)O)cc1 | 1636 | 1698
Cc1ccc(S(=O)(=O)Nc2ccc(C(N)=O)cc2)cc1[N+](=O)[O-] | 1518 | 1698
O=C(CN1CCCC1)N1CCCc2ccccc21 | 1605 | 1916
O=C(O)c1cc(Cl)c(Cl)cc1C(=O)N1CCCC1 | 1610 | 1877
CCCCNc1ccc(S(=O)(=O)c2cccc([N+](=O)[O-])c2)cc1[N+](=O)[O-] | 1550 | 1753
CCOC(=O)C1CCCN(c2c(C(=O)c3ccccc3)cnc3ccc(OC)cc23)C1 (stereo unspecified) | 1445 | 1610
C/C(CCC(=O)O)=N/Nc1ccc([N+](=O)[O-])cc1[N+](=O)[O-] | 1268 | 1508
COc1ccc(/C=C/C(=O)OCC(=O)NCCC2=CCCCC2)cc1OC | 1479 | 1962
CCOC(=O)C(=Cc1ccc(-n2ccnc2)cc1)C(=O)OCC | 1414 | 1536
O=C(NCC(c1cccs1)N1CCOCC1)c1ccccc1NS(=O)(=O)c1ccc(Cl)cc1 (stereo unspecified) | 1571 | 2023
Cc1occc1C(=O)NNC(=S)NCc1ccccc1 | 1699 | 1879
CC(=O)n1cc(Nc2ccc([N+](=O)[O-])cc2)c2ccccc21 | 1632 | 1760
Cc1ccccc1C(=O)Nc1ccc(N2CCCC2)cc1 | 1894 | 1810
NC(=O)c1ccccc1N/C=C1\CCCCC1=O | 1360 | 1870
CC1=C(CCN2CCN(C(C)C)C(CCO)C2)C(C)(C)CCC1 (stereo unspecified) | 1735 | 1810
O=C(Nc1cccc(C(F)(F)F)c1)C1CCCO1 (stereo unspecified) | 1626 | 1400
Nc1ccn(Cc2cccc(Cl)c2)n1 | 1391 | 1584
COc1ccc(-n2c(N)c(C(=O)NCc3ccco3)c3nc4ccccc4nc32)cc1OC | 1546 | 1789
O=C(CCc1nnc(CCCCc2ccccc2)o1)NCCCc1cccnc1 | 1467 | 1576
C/C(=N\Nc1cccc2cccnc12)c1ccc(C)cc1 | 1649 | 1646
C=CCSc1nc(C)c(CC(=O)OCC(C)C)c(=O)[nH]1 | 1418 | 1589
COc1ccc(OCCCn2cc(/C=C3/C(=N)N4C=C(C)SC4=NC3=O)c3ccccc32)cc1 | 1561 | 1808
CCO/N=C(\C)c1c(O)cc(C(C)C)n(-c2ccccc2)c1=O | 1415 | 1650
CCOC(=O)N1CCN(CC(=O)Nc2ccc(F)c(F)c2)CC1 | 1516 | 1824
Cn1nc(C(=O)Nc2nc3ccccc3[nH]2)ccc1=O | 1483 | 2145
CCCN1C(=O)c2ccccc2NC1c1ccc(OC)c(CSc2ccccn2)c1 (stereo unspecified) | 1638 | 2029
O=C(O)CCCNC(=O)/C(=C\c1ccc(Cl)cc1)NC(=O)c1ccccc1Br | 1468 | 1939
COc1ccc(/C=C/C(=O)Nc2cc(C)on2)cc1 | 1398 | 1705
Cc1cccc(C(=O)NCc2ccc(S(N)(=O)=O)cc2)c1[N+](=O)[O-] | 1711 | 1569
Cc1c(NC(=S)NC(NC(=O)C(C)(C)C)C(Cl)(Cl)Cl)c(=O)n(-c2ccccc2)n1C (stereo unspecified) | 1664 | 1876
CCOc1ccc(C(=O)C[n+]2ccccc2C)cc1 | 1824 | 1907
Cc1nc(SCc2ccccc2)c2ccsc2n1 | 1644 | 1826
CCCn1c(=O)n(N)c2ccccc21 | 1578 | 1857
CN(C)C(=O)c1c(-c2ccccc2)oc2ccc(O)cc12 | 1455 | 1900
CCc1ccc(OCc2nnc(SCC(=O)Nc3cccc(C(=O)N4CCOCC4)c3)o2)cc1 | 1495 | 1472
CCOc1ccc(NC(=S)N2CCc3cc(OC)c(OC)cc3C2COc2ccc3c(C)cc(=O)oc3c2)cc1 (stereo unspecified) | 1708 | 2131
(further entries)
SMILES | SRC3 TRFRET art | SRC1 TRFRET art
Cc1c(CNCCC2=CCCCC2)c(C(=O)O)c(C)n1Cc1ccccc1 | 1389 | 1558
CC(C)CC(=O)NC(=S)Nc1ccc(F)cc1F | 1487 | 1719
COC(=O)c1ccc(NC(=O)COC(=O)C2CC(=O)N(Cc3ccccc3)C2)cc1 (stereo unspecified) | 1349 | 1510
Cc1c(NC(=O)CSc2ccccc2Cl)c(=O)n(-c2ccccc2)n1C | 1456 | 1727
COc1ccc(C(NC(=O)C(C)C)c2c(O)ccc3ccccc23)cc1OC (stereo unspecified) | 1590 | 1911
CCCCOc1ccc(CSC2=NCCN2)cc1[N+](=O)[O-] | 1524 | 1320
Cc1ccc(C)c(S(=O)(=O)N(C(=O)c2ccncc2)c2ccc(OC(=O)c3ccncc3)cc2)c1 | 1501 | 1630
CCOC(=O)N1CCN(C(=O)CSCc2ccccc2)CC1 | 1452 | 1671
CCOC(=O)c1cnn(CCOC(=O)c2ccccc2)c1NC(=O)c1ccccc1 | 1429 | 1705

Some of these compounds in order of formula weight, rising.
SMILES | SRC3 TRFRET art | SRC1 TRFRET art
CCCn1c(=O)n(N)c2ccccc21 | 1578 | 1857
CCOc1ccc(C(=O)C[n+]2ccccc2C)cc1 | 1824 | 1907
COc1ccc(/C=C/C(=O)Nc2cc(C)on2)cc1 | 1398 | 1705
CC(C)CC(=O)NC(=S)Nc1ccc(F)cc1F | 1487 | 1719
CN(C)C(=O)c1c(-c2ccccc2)oc2ccc(O)cc12 | 1455 | 1900
CCCCOc1ccc(CSC2=NCCN2)cc1[N+](=O)[O-] | 1524 | 1320
CCOC(=O)N1CCN(C(=O)CSCc2ccccc2)CC1 | 1452 | 1671
Cc1cccc(C(=O)NCc2ccc(S(N)(=O)=O)cc2)c1[N+](=O)[O-] | 1711 | 1569
COc1ccc(C(NC(=O)C(C)C)c2c(O)ccc3ccccc23)cc1OC (stereo unspecified) | 1590 | 1911
Cc1c(NC(=O)CSc2ccccc2Cl)c(=O)n(-c2ccccc2)n1C | 1456 | 1727
COC(=O)c1ccc(NC(=O)COC(=O)C2CC(=O)N(Cc3ccccc3)C2)cc1 (stereo unspecified) | 1349 | 1510
O=C(O)CCCNC(=O)/C(=C\c1ccc(Cl)cc1)NC(=O)c1ccccc1Br | 1468 | 1939
CCc1ccc(OCc2nnc(SCC(=O)Nc3cccc(C(=O)N4CCOCC4)c3)o2)cc1 | 1495 | 1472
Cc1ccc(C)c(S(=O)(=O)N(C(=O)c2ccncc2)c2ccc(OC(=O)c3ccncc3)cc2)c1 | 1501 | 1630
Cc1c(NC(=S)NC(NC(=O)C(C)(C)C)C(Cl)(Cl)Cl)c(=O)n(-c2ccccc2)n1C (stereo unspecified) | 1664 | 1876
CCOc1ccc(NC(=S)N2CCc3cc(OC)c(OC)cc3C2COc2ccc3c(C)cc(=O)oc3c2)cc1 (stereo unspecified) | 1708 | 2131

Not all compounds are listed; count on the stated rates, not on these rows.
